Growth percent in the NCI-60 one-dose screen (48 h, 10 µM unless noted): 100 = growth as untreated, 0 = no growth, -100 = all killed.
HL-60(TB) – HL-60(TB) leukemia cells; 9% of 78,000 active; active means growth percent below 10
An asterisk follows results filed as active; & = joins results of further samples. An excerpt (hit frequency here may not be typical).

SMILES	HL-60(TB)
Cl/N=C1/C=CC=C/C1=N/Cl	108
Cc1cccc(Nc2c(N)nc(N)nc2N)c1	100
O=C1CC[C@H](NC(=O)OCc2ccccc2)C(=O)O1	104
O=c1ccn(-c2nc(-c3ccccc3)oc2-c2ccccc2)c(=O)[nH]1	107
OCC1(CO)COC2(CCCC2)N1	91
CCOC(=O)c1nc(Nc2ccc(NC(=O)Nc3ccc(Cl)cc3)cc2)c2ccccc2n1	106
Cc1ccc(C(=O)Nc2cc(-n3ccnc3)cc(C(F)(F)F)c2)cc1-n1cc(-c2cnc3cccnn23)nn1	51
Nc1nc(N)c2cc(Sc3ccc(Cl)cc3)ccc2n1	27
CCNS(=O)(=O)c1ccc(Cl)cc1	82
COc1ccc(-c2c(CC(=O)O)c3cc(OC)ccc3n2Cc2ccc(Cl)cc2)cc1	80
CC(C)(C)n1cc(-c2ccnc(NCCCNS(=O)(=O)c3ccccc3)c2)c(-c2cccc(F)c2)n1	38
C#C[C@]1(O)CC[C@H]2[C@@H]3CC=C4c5sc(N6CCN(C)CC6)nc5CC[C@]4(C)[C@H]3CC[C@@]21C	6.2*
C/C(=C\CCc1ccoc1)CC/C=C(\C)CCCN1CCOCC1	36
O=C1/C(=C/C2=Cc3ccccc3OC2)SC(=S)N1N1CCOCC1	104
COc1ccc(CNc2c3ccccc3nc3ccccc23)c(OC)c1	37
Cn1c(C#N)ccc1-c1cc(F)cc(C(=O)NC2CCCC2)c1	92
COc1ccc(C2N=C(N)Nc3n[nH]c(N)c32)cc1 (stereo unspecified)	105
Cc1ccccc1N1CCNCC1	114
NS(=O)(=O)c1ccc(CN2C(=O)c3nccnc3C2=O)cc1	102
Cc1cccc(/C=N/NC(=O)Nc2[nH]c3ccc(S(N)(=O)=O)cc3c2-c2ccccc2)c1	111
COCCNC(C)=O	107
CN(C)CCc1[nH]c2ccccc2c1CC#N	114
O=S(=O)(NCCCNc1nccc(-c2c(-c3cccc(F)c3)nc3occn23)n1)c1ccc(F)cc1	5.8*
C=C(C)[C@@H]1CC[C@]2(C(=O)N3CCN(C)CC3)CC[C@]3(C)[C@H](CC[C@@H]4[C@@]5(C)CCCNC(C)(C)[C@@H]5CC[C@]43C)[C@@H]12	82
Nc1cc2cc(Br)ccc2c(=O)n1NC(=O)c1ccc([N+](=O)[O-])cc1	88

3 compounds picked at random from those above, as already listed:
SMILES	HL-60(TB)
Cc1ccccc1N1CCNCC1	114
COc1ccc(C2N=C(N)Nc3n[nH]c(N)c32)cc1 (stereo unspecified)	105
Nc1nc(N)c2cc(Sc3ccc(Cl)cc3)ccc2n1	27

Quoted from the listing.
In HL-60(TB), Cc1ccc(C(=O)Nc2cc(-n3ccnc3)cc(C(F)(F)F)c2)cc1-n1cc(-c2cnc3cccnn23)nn1 is entered as 51
In HL-60(TB), COc1ccc(CNc2c3ccccc3nc3ccccc23)c(OC)c1 is entered as 37

Filtered by structure, the compounds so far with an NH in an aromatic ring
SMILES	HL-60(TB)
O=c1ccn(-c2nc(-c3ccccc3)oc2-c2ccccc2)c(=O)[nH]1	107
COc1ccc(C2N=C(N)Nc3n[nH]c(N)c32)cc1 (stereo unspecified)	105
Cc1cccc(/C=N/NC(=O)Nc2[nH]c3ccc(S(N)(=O)=O)cc3c2-c2ccccc2)c1	111
CN(C)CCc1[nH]c2ccccc2c1CC#N	114

Continuation:
SMILES	HL-60(TB)
Cn1c(=O)c2[nH]c(/C=C/c3ccc4c(c3)OCO4)nc2n(C)c1=O	80
Cc1cc(Nc2ccc(C)c(Cl)c2)n2nc(C(F)(F)F)nc2n1	100
CN(C)c1ccc(C(Cc2ccc3ccccc3n2)Cc2ccc3ccccc3n2)cc1	73&16
O=C1c2cc3c(cc2-c2c1c1ccc(Cl)cc1c(=O)n2C[C@H](O)[C@@H](O)[C@H](O)CO)OCO3	-5.8*
CCn1cc(C(=O)O)c(=O)c2cc(F)c(N3CCN(C(C)C(=O)Nc4ccc(C(C)=O)cc4)CC3)cc21 (stereo unspecified)	106
C#C[C@]1(O)CC[C@H]2[C@@H]3CC=C4c5sc(Nc6cc(Cl)ccn6)nc5CC[C@]4(C)[C@H]3CC[C@@]21C	2.7*
CCOC(=O)C/C1=C/CC/C2=C/C[C@@H]3[C@@H](CCCC3(C)C)CC[C@H]3CCCC(C)(C)[C@H]3C/C=C(/CC/C=C(/CC(=O)OCC)CC1)CC2 (tested in a mixture with another compound)	97
CC(=O)Nc1ccc(C(F)(F)F)cc1	101
O=c1[nH]c2cn(-c3ccccc3)nc2c(=O)n1O	106
COC(=O)[C@H](NC(=O)C1(C)CCC[C@]2(C)[C@H]3C[C@H]4C(C(C)C)=C[C@]3(CC[C@@H]12)[C@@H]1C(=O)OC(=O)[C@@H]14)C(C)C (stereo partly specified)	105
Cc1cccc(OCC(O)CN2CC2)c1 (stereo unspecified)	73
CNc1ccc2c(c1)Cc1ccccc1-2	111
CN(C)c1ccc(/C=C/c2ccnc3ccccc23)cc1N	44
O=C1c2ccccc2C(=O)C1C(=O)C(c1ccccc1)c1ccccc1	88
CC(C)C1=C[C@@]23CC[C@@H]4[C@](C)(CCC[C@@]4(C)C(=O)OCC#CCN4CCOCC4)[C@H]2C[C@@H]1[C@H]1C(=O)OC(=O)[C@H]13	95
N#CCCN(CCC#N)C(CC(=O)O)C(=O)O (stereo unspecified)	106
Nc1ncnc(Nc2ccc(S(=O)(=O)O)cc2)n1	93
Cc1ccc(-n2cc(/C=C/C(=O)c3ccc(Br)cc3)c(-c3ccc(S(C)(=O)=O)cc3)n2)cc1	57
NCCNc1ccc2cc(-c3nc4ccccc4[nH]3)c(=O)oc2c1	80
COc1ccc(-c2c(NC(C)=O)noc2-c2cc3c(c(OC)c2OC)OCO3)cc1	98
Cc1nc(-c2ccc(Cl)cc2)ccc1-c1nnc(SCc2ccccc2)o1	117
CN1CCN(Cc2ccc(C(=O)Nc3cccc(Nc4ccc5cc(O)ccc5n4)c3)cc2C(F)(F)F)CC1	-70*
COc1ccc(C(=O)c2ccc(OC)cc2)cc1	46
NC(=O)C[n+]1cc2ccccc2cn1	100
CN(C)c1ccc(C2SCC(=O)N2c2nnc(Cn3cnnc3)o2)cc1 (stereo unspecified)	83

Following part.
SMILES	HL-60(TB)
COc1ccc(C(=O)Nc2cccc(C3CCc4c(cc(OC)c(OC)c4OC)O3)c2)cc1 (stereo unspecified)	11
COC(=O)c1[nH]nc2c1C1(C(=O)Nc3ccccc31)C(C#N)=C(N)O2 (stereo unspecified)	100
NS(=O)(=O)c1cnccc1Oc1cccc2cccnc12	90
CNCc1cccc2c1OCCOCCOCCC(C)S(=O)(=O)c1ccc(cc1)-c1cnc(N)c(n1)C(=O)N2 (stereo unspecified)	-35*
CC(=O)Nc1ccc(Cl)cc1NC(C)=O	91
COc1cc2cn3c4cccnc4[nH]c(=O)c3c2cc1OC	98
CC(C)CC(NC(=O)CN(Cc1ccccc1)S(C)(=O)=O)C(=O)O (stereo unspecified)	95
CC1=CCCC1	99
COC(=O)C(CCc1ccccc1[N+](=O)[O-])C(=O)OC	112
CCOC(=O)c1sc2c(c1C)c(=O)nc1c(-c3nc(-c4ccccc4)cs3)n[nH]n12	102
CCOc1ccc(Nc2ccnc3cc(Cl)ccc23)cc1	-26*
Oc1[nH]c2ccccc2c1/C=c1/ccc2c(c1)N=C(c1ccc(C(F)(F)F)cc1)N=2	74
COc1ccc(/C(=N/NS(=O)(=O)c2ccc([N+](=O)[O-])cc2)C2COC(=O)C2)cc1OC (stereo unspecified)	102
CC1(C)CC(=O)C2=C(C1)N(c1ccc(F)cc1F)C(N)=C(C#N)C2c1ccc(F)cc1 (stereo unspecified)	97
O=[N+]([O-])c1cccc(NP(=O)(N2CC2)N2CC2)c1	97
COC(=O)[C@@]12CC[C@@H](C)[C@]3(C[C@@H](c4ccoc4)OC3=O)[C@H]1CC[C@@H]1O[C@@]12C	104
CCN1CCCC(O)C1 (stereo unspecified)	99
CCN(C)CCCOc1ccc(/C(=C(\C)Cc2cccc(OC)c2)c2ccc(OC(C)=O)cc2)cc1	100
C[C@]12CC[C@@H]3c4ccc(O)cc4CC[C@H]3[C@@H]1CC[C@@H]2NS(=O)(=O)c1cccc(Br)c1	35
COc1cc(-c2nc(-c3ccccc3)[nH]c2-c2ccnc(NCCCNS(=O)(=O)c3ccc(F)cc3)n2)ccc1F	81
C=C1C(=O)O[C@@H]2[C@H]3[C@H](COC(=O)CC(C)C)[C@@H](OC(C)=O)C[C@H]3C(=C)[C@@H](O)C[C@@H]12	23
CC(=O)n1c(-c2ccc(Cl)c(Cl)c2)cn(-c2ccc(Cl)cc2)c1=O	65
CC(Cc1ccc2c(c1)OCO2)NN (stereo unspecified)	82
O=C(N/N=C/c1ccc(Cl)cc1)c1cc(-c2nc3ccccc3[nH]2)nc2ccccc12	86
COc1ccc(Nc2ncc(C(N)=O)c(NCCCNC(=O)C3CCC3)n2)cc1	47

Next structures
SMILES	HL-60(TB)
O=C1NC(c2ccc(O)cc2)=CC(c2c[nH]c3ccccc23)N1 (stereo unspecified)	81
Oc1ccccc1C=NCCN=Cc1ccccc1O.[Fe]	45
COc1cccc(NC(=O)Nc2ccc(Nc3nc(C)nc4[nH]c(C)c(C)c34)cc2)c1	97
CN(C)CCCNC(=O)/C=C\C(=O)O	101
COc1ccc(C2CC(c3ccccc3)=NN2C(=O)c2ccc(S(N)(=O)=O)cc2)cc1 (stereo unspecified)	77
Nc1nc(Nc2cccc(Cl)c2)cc(=O)[nH]1	90
CC(=O)C1(C)C(=O)N(c2ccc(C)cc2)C(=O)N1c1ccc(C)cc1 (stereo unspecified)	102
COc1ccc2cc(C(=O)c3coc4ccc(O)cc34)ccc2c1	73
COc1ccc(C(=O)Cn2cc(CN3CCN(c4cc5c(cc4F)c(=O)c(C(=O)O)cn5C4CC4)CC3)nn2)cc1	100
Oc1ccc(N=Nc2ccccc2)c2ccccc12	92
CS(=N)(=O)CCC(N)C(=O)O (stereo unspecified)	127
CC(C)(N)CCl	107
c1ccc(-c2c(-c3ccccc3)[n+](Cc3ccc4ccccc4c3)c(-c3ccccc3)n2Cc2ccc3ccccc3c2)cc1	-60*
CCCCn1c(=O)c(/C=C/c2cc(/C=C/c3cc4ccccc4n(CCCC)c3=O)n(-c3ccccc3)n2)cc2ccccc21	96
CCn1c2c(=O)c(=Nc3ccc(OC)cc3)sc=2sc2ssc(=O)c21	90
COc1ccc(Cn2c(C)nc3c([N+](=O)[O-])cccc32)cc1	79
Brc1ccc2[nH]c3ccc(Br)cc3c2c1	75
COC(=O)[C@]12CC[C@@H](C)[C@H](C)[C@H]1[C@H]1C(=O)C[C@@H]3[C@@]4(C)CCC(=O)C(C)(C)[C@@H]4CC[C@@]3(C)[C@]1(C)CC2	34
COc1cc(/C=C/C(=O)NCC(=O)NN)cc(OC)c1OC	97
O=C1c2ccccc2-c2c1c1c(=O)[nH]c3ccccc3c1n2Cc1ccccc1	74
CCSc1ccc(C)cc1	100
O=C(Nc1ccc(S(=O)(=O)F)c(Cl)c1)Oc1ccccc1	97
COc1cc(/C=C2\NC(=O)N(/C=C3\C(=O)Oc4ccccc4C3=O)C2=O)ccc1O	102
Cc1n[nH]c(C)c1N=Nc1ccc(C(c2ccc(N=Nc3c(C)n[nH]c3C)cc2)(c2ccc(N=Nc3c(C)n[nH]c3C)cc2)c2ccc(N=Nc3c(C)n[nH]c3C)cc2)cc1 (stereo unspecified)	101
CCOC(=O)C1=C(C(=O)c2ccccc2)C(c2ccc(O)cc2)NC(=S)N1 (stereo unspecified)	102

(list continues)
SMILES	HL-60(TB)
COc1ccc(-c2nc(/C=C3\SC(=NCc4ccc(OC)c(OC)c4)NC3=O)c3ccccn23)cc1	43
O=S(=O)(Nc1ccsc1-c1nc(-c2ccccc2)no1)c1ccccc1	114
N=c1c(S(=O)(=O)c2ccccc2)cc2c(=O)n3ccccc3nc2n1C1CCCC1	104
COC(=O)[C@H]1CCCCN=Cc2c(O)c(O)c(C(C)C)c3cc(C)c(c(O)c23)-c2c(C)cc3c(C(C)C)c(O)c(O)c(c3c2O)C=N1	100
COc1ccc(-c2nnc(SC/C(=N/O)c3ccccc3)n2-c2ccccc2)cc1OC	68
CN(C)B(N(C)C)N(C)C	99
COc1ccc(C2N(c3cc(Cl)cc(Cl)c3)N=C(C(C)=O)N2[C@@H]2[C@@H](OC(C)=O)O[C@@H](COC(C)=O)[C@H](OC(C)=O)[C@H]2OC(C)=O)cc1 (stereo partly specified)	25
C=CCn1c(SCC(=O)Nc2ccc(/C(C)=N\O)cc2)nnc1-c1cc(-c2ccc(OC)cc2)nc2ccccc12	-39*
CCN(CC)CCCC(C)Nc1ccc2ccc(Cl)cc2n1 (stereo unspecified)	101
CS(=O)(=O)c1ccc(C(=O)N/N=C/c2ccc(O)cc2)cc1	50
CCCNc1nc2ccccc2c2c(=O)c3cc(Cl)ccc3sc12	102
N=C([O-])c1ccccc1-c1[nH]c(-c2ccccc2)nc1-[n+]1ccccc1	93
C[N+]1(CCC[N+]2(C)C[C@@H]3[C@H](C2)[C@@H]2C=C[C@H]3C2)CCOCC1 (stereo partly specified)	122
c1ccc(CNCc2ccccc2)cc1	84
COc1cc2c(c(OC3OC(CO)C(O)C(O)C3O)c1)C(=O)CC(c1ccc(O)cc1)O2 (stereo unspecified)	109

2 entries from above, in CSV form:
SMILES,HL-60(TB)
CN(C)B(N(C)C)N(C)C,99
COc1ccc(C2N(c3cc(Cl)cc(Cl)c3)N=C(C(C)=O)N2[C@@H]2[C@@H](OC(C)=O)O[C@@H](COC(C)=O)[C@H](OC(C)=O)[C@H]2OC(C)=O)cc1 (stereo partly specified),25
